EBI2 block: antagonists of human EBI2 receptor; P32249; AID 651636; EBI2 beta-arrestin recruitment, luminescence, 7a,25-OHC stimulated; actives 0.81% (n = 360,000); inhibition, % at 5 µM; in the data active means inhibition above about 38%;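 further: enzyme fragment complementation signal reports receptor beta-arrestin coupling in cells; 0% = agonist plus DMSO wells and 100% = wells without agonist; some results beyond the cut were filed as inactive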
UPR XBP1 act: adaptive UPR (XBP1) activation; CHO-XBP1 luciferase reporter, IRE1-XBP1 UPR activation, luminescence; percent of tunicamycin response, DMSO as zero; activation, % at 20 µM; actives 0.33% (n = 330,000); AID 463104;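 active means versus positive control, 20 µM dose yields 30% or more activation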;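 further: 100% = tunicamycin at 10 µg/mL and 0% = DMSO only wells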
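Material: CHO cell line with stable XBP1 luciferase reporter; schedule: 16-18 h cell attachment at 37 °C, then 6 h compound exposure; signal: glow luminescence from Steady-Glo reagent; medium: serum-containing F12 medium, 10% FBS; benchmarks: tunicamycin 10 µg/mL and vehicle-only wells; read-out: percent activation relative to tunicamycin reference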
CHOP UPR activ: activators of apoptotic arm of unfolded protein response (CHOP); CHO-CHOP luciferase reporter, UPR activation, luminescence; percent of tunicamycin response over DMSO baseline; activation, % at 10 µM; actives 0.34% (n = 330,000); AID 449763;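 active means at 10 µM dose, activation of 40% or more, normalized to positive control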;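 further: 100% = tunicamycin at 10 µg/mL and 0% = DMSO alone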
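System: CHO CHOP reporter cells. Amount: 500 cells per well. Buffer or medium: F12 medium, 10% FBS. Compound dosing: one dose, 10 µM in 0.5% DMSO. Incubation: 6 h compound exposure at 37 °C after overnight seeding. Technique: Steady-Glo luciferase luminescence. Benchmarks: tunicamycin and DMSO controls.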
CCR6 antag: CCR6 (human) receptor antagonism. P51684. CHO-K1 CCR6 PathHunter beta-arrestin, luminescence, CCL20-stimulated. inhibition, % at 20 µM. actives 0.49% (n = 340,000). AID 493098;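 active means compounds whose inhibition of the agonist-driven luminescence signal at 20 µM reaches about 50%, limit read from the data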;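 further: cells stimulated with CCL20 at 14 nM final; plate controls were DMSO with CCL20 for no effect and DMSO without agonist for full effect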
Mdm2 MdmX PPI: inhibitors of human Mdm2/MdmX interaction; O15151+Q00987; SaOS-2 split-luciferase Mdm2/MdmX complementation, luminescence; inhibition, % at 8 µM; actives 3% (n = 330,000);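 active means inhibition of at least 50% at 8 µM in the primary screen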
Target sequence (O15151 whole entry, looked up): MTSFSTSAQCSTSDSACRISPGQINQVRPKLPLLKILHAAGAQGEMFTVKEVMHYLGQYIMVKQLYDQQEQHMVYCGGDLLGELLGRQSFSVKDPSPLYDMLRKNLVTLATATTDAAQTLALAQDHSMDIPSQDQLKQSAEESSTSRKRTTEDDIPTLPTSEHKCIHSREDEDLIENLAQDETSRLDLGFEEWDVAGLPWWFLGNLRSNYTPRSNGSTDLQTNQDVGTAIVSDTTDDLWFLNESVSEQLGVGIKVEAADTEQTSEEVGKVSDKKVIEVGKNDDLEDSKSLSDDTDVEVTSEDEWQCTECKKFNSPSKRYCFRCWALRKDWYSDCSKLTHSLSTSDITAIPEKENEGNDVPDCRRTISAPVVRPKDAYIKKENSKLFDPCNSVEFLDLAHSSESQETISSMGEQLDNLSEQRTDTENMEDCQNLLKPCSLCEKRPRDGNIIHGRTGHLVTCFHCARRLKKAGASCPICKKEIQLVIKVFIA
Target sequence (Q00987 whole entry, looked up): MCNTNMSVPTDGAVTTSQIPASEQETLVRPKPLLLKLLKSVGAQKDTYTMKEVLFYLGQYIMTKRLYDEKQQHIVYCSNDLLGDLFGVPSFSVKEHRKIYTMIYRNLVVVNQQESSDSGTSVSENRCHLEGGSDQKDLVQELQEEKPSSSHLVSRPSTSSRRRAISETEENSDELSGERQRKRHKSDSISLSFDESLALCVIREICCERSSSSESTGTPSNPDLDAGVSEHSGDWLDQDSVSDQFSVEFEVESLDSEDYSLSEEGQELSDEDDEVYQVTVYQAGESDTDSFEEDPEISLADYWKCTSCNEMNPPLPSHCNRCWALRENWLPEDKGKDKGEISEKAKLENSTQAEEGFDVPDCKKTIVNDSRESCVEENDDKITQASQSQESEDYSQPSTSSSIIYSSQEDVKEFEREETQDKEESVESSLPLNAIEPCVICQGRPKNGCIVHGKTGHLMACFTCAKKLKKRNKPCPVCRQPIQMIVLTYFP
CXCR6 block: inhibitors of human CXCR6 receptor; CHO-K1 PathHunter CXCR6 beta-arrestin, luminescence; inhibition, % at 20 µM; actives 0.36% (n = 360,000); AID 602244; in the data active means inhibition above about 34%, passing the limit was not always enough;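 further: antagonist mode with CXCL16 agonist at 10 nM final; 0% = 10 nM CXCL16 with DMSO and 100% = unstimulated wells without agonist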
APJ ag: APJ receptor agonism. activation, % at 20 µM. AID 2520. CHO-K1 APJ PathHunter beta-arrestin, luminescence; 0% DMSO wells, 100% apelin. P35414. actives 0.11% (n = 330,000);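 active means activation more than six SD over the plate average, tested at 20 µM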;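 further: 0% = DMSO alone and 100% = apelin-13 at 10 nM; some results filed as inactive read as strong as hits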
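Assay system: CHO-K1 APJ beta-arrestin complementation cell line / Compound: single test compound dose, 20 µM final, 1% DMSO / Times: overnight seeding, 90 min compound at 25 °C, 1 h detection / Technique: beta-gal luminescence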
APJ antag: APJ receptor antagonism; P35414; CHO-K1 APJ beta-arrestin complementation, luminescence; inhibition, % at 20 µM; actives 0.32% (n = 330,000); AID 2521;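 active means inhibition above about 40% at 20 µM, limit read from the data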;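 further: cells challenged with 10 nM apelin-13 agonist together with compound; plate controls were apelin-13 plus DMSO wells for no effect and DMSO wells lacking apelin-13 for full effect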
tim23-1 inh: tim23-1 yeast growth inhibition; S. cerevisiae tim23-1 growth, BacTiter-Glo luminescence, 24 h; inhibition, % at 20 µM; actives 1.3% (n = 330,000);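 active means growth inhibition of the mutant yeast at or above 50%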;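 further: temperature-sensitive mutant grown at 25 °C; plate controls were DMSO-treated mutant yeast for no effect and medium wells lacking yeast for full effect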
* hit, by the source's call; nt = no result given. A portion of the library; the hit share may differ from the screen's.

Start of the data: the first two records as a preview:
SMILES	CHOP UPR activ	tim23-1 inh	UPR XBP1 act	EBI2 block	CXCR6 block	CCR6 antag	Mdm2 MdmX PPI	APJ ag	APJ antag
COc1cccc(N(CC(=O)NC2CCCCC2)C(=O)CCCC(=O)Nc2ccccn2)c1	-1.0	7	-6	5	-2	13	27	-3	2
CC(=O)OCC(=O)Nc1ccc(SC(F)F)cc1	-0.6	9	-3	-3	10	10	5	-2	5

Results, from the start:
SMILES	CHOP UPR activ	tim23-1 inh	UPR XBP1 act	EBI2 block	CXCR6 block	CCR6 antag	Mdm2 MdmX PPI	APJ ag	APJ antag
COc1cccc(N(CC(=O)NC2CCCCC2)C(=O)CCCC(=O)Nc2ccccn2)c1	-1.0	7	-6	5	-2	13	27	-3	2
CC(=O)OCC(=O)Nc1ccc(SC(F)F)cc1	-0.6	9	-3	-3	10	10	5	-2	5
CSc1ccccc1NC(=O)c1cc(-c2ccc3c(c2)OCO3)on1	3.9	-16	5	3	1	16	3	-1	24
O=C(COc1ccc(S(=O)(=O)N2CCOCC2)cc1)NCCN1CCOCC1	2.1	1	-5	0	-3	4	-16	0	4
Cc1nn(-c2ccccc2)c2[nH]c(=O)c(CNc3ccc4c(c3)OCCO4)cc12	-2.8	5	-4	1	-5	2	32	-1	-12
Cc1ccc(S(=O)(=O)N2CCCC(C(=O)NC3=NCCS3)C2)cc1 (stereo unspecified)	-1.0	1	1	-6	5	0	1	-1	-1
CC(C)Oc1ccc(CNCC2(O)CCOC(C)(C)C2)cc1 (stereo unspecified)	2.9	12	0	-2	8	-1	10	-1	9
CCN(c1cccc(C)c1)S(=O)(=O)c1c(C)[nH]c(C)c1C(=O)N1CCCCC1	2.1	5	-1	-2	2	-2	40	-2	13
O=S(=O)(O/N=C1\CCCc2ccccc21)c1ccc(Cl)cc1	1.5	8	2	-2	-11	6	2	-1	-5
O=C(O)c1nn(-c2ccccc2)c(-c2ccccc2)c1C(=O)c1ccccc1	2.7	3	-3	0	0	11	6	-4	-9
COc1c(F)c(F)c(C(=O)O)c(Nc2ccccc2C)c1F	1.0	-6	4	-6	8	-21	-28	-5	-29
COc1ccc(Cn2ccnc2SCC(=O)Nc2nnc(C)s2)cc1	3.7	10	1	5	-2	-4	25	-1	-5
N#CCSc1nn(-c2ccc(F)cc2)c(=S)s1	-0.6	36	-1	3	3	-9	6	-4	-1
Cc1cnc(NC(=O)c2cc3c(C)nn(Cc4ccccc4Cl)c3s2)s1	4.0	-9	43*	11	-12	-12	41	-2	0
Cc1nnc(SCc2nc(N)nc(Nc3ccccc3)n2)s1	0.1	9	2	-14	-3	5	-2	-1	-9
Cc1c(Cl)c([N+](=O)[O-])nn1CC(=O)N1CCN(C23CC4CC(CC(C4)C2)C3)CC1	1.8	1	0	-1	1	3	20	-4	18
N=C1/C(=C\c2ccc(SCc3ccccc3)o2)C(=O)N=C2SC(CC(=O)N3CCOCC3)=NN12	-0.2	24	2	3	4	17	15	-5	17
CC(/C=N/n1c(-c2ccco2)n[nH]c1=S)=C\c1ccccc1	-0.5	43	0	-1	13	17	9	-3	-2
CN(C)CCN(Cc1ccccc1)S(=O)(=O)c1csc(C(N)=O)c1	0.0	1	-2	-4	6	-3	15	-10	14
COc1cc2c(cc1OC)CN(C(=O)c1ccncc1)CC2	-1.5	16	-1	-1	3	6	1	-2	12
COc1ccc(CCN2CC(C(=O)N(C)Cc3cccnc3)CC2=O)cc1OC (stereo unspecified)	1.7	-2	-2	-11	-2	4	4	-4	5
CCOc1ccc(Br)cc1S(=O)(=O)Nc1ccc(N2CCOCC2)cc1	1.8	2	-2	3	-3	24	-11	8	-15
COc1ccc(-c2cc(C(=O)NCCN3CCOCC3)c3cc(C(C)C)ccc3n2)cc1	2.7	31	-2	-6	4	0	7	5	-3
Cc1cc(=O)n2[nH]c(=O)c(N=Nc3ccccc3)c2[nH]1	0.8	8	-2	3	18	28	-2	-2	25
CCCCCCC(=O)N(O)C1CC(=O)N(c2ccc(C)cc2)C1=O (stereo unspecified)	-0.2	29	1	-2	3	17	22	-3	11
Cc1ccn2c(Nc3ccccc3)c(-c3ccccn3)nc2c1	16	-21	9	-6	29	26	81*	-7	49*
Cc1nc2ccccc2c(=O)n1NC(=O)c1ccc(C(C)(C)C)cc1	2.5	40	-4	-10	-6	4	-17	-2	10
O=C(Nc1cccc(Cl)c1Cl)C1CCCO1 (stereo unspecified)	3.4	13	-2	-5	-4	-7	22	0	10
O=C(/C=C/c1cccc(Br)c1)NCc1ccncc1	-1.2	9	-2	4	10	0	17	-4	-19
CCOC(=O)N1CCN(C(=O)CNC(=O)c2nn(-c3ccc(OC)cc3OC)c(=O)c3ccccc23)CC1	5.8	12	-2	-1	-11	-4	-20	1	4
O=C(Nc1cccc(F)c1)c1ccc(S(=O)(=O)NCC2CCCO2)cc1 (stereo unspecified)	0.9	1	-1	2	-15	12	33	-1	6
Cc1cnc(CN(C)C(=O)c2ccc3oc(Cc4ccccc4)nc3c2)[nH]1	1.0	-13	-2	5	-10	7	-10	-4	9
O=C(CCNc1ccc(Cl)cc1)c1cccs1	20	21	5	1	-1	10	-29	2	4
Cc1ccc(/C=N/N2CCN(Cc3cccc4ccccc34)CC2)o1	-0.2	3	-3	7	-13	18	-1	-3	16
CCOC(=O)Cn1c(=O)oc2cc(S(=O)(=O)NC(C)c3ccccc3)ccc21 (stereo unspecified)	-0.7	4	0	2	-4	-11	18	-3	13
O=C(C1CCCN(S(=O)(=O)c2cccs2)C1)N1CCc2ccccc2C1 (stereo unspecified)	-1.1	33	-4	3	8	12	14	-5	4
CCn1cc(CN2CCc3c([nH]c4ccccc34)C2c2cccc(OC)c2OC)c(C)n1 (stereo unspecified)	0.7	9	-1	-1	2	12	28	-4	5
COc1ccc(CCNC(=O)CCS(=O)(=O)c2ccc3c(c2)NC(=O)CS3)cc1OC	-0.4	3	-2	6	-3	3	19	-3	6
CCn1c(CNC(=O)c2cccc(C)c2)nnc1SCC(=O)NC1=NCCS1	-0.6	4	16	0	1	14	1	-3	27
CCNC(=O)COc1ccc(/C=N/NC(=O)c2cccnc2)cc1OC	0.0	4	-3	-4	-2	12	7	-3	18
O=C1Nc2cc(C(=O)NCC3CCCO3)ccc2S/C1=C/c1ccccc1F (stereo unspecified)	-0.6	16	-3	-3	4	17	28	-4	10
CC1CCC(C(C)C)C(OCC[N+](C)(C)C)C1 (stereo unspecified)	1.4	1	-1	-22	0	1	0	-2	24
CN(C)C(=O)c1ccc2c(c1)n(C)c(=O)n2C	-2.3	-3	8	19	0	-8	12	-3	16
O=C(Nc1ccc(NS(=O)(=O)c2ccccc2)cc1)c1ccc(Cl)cc1	1.1	0	3	-9	3	18	43	-1	-15
O=C(CCC(=O)Nc1cccc(Cl)c1)N/N=C/c1cc([N+](=O)[O-])ccc1O	0.5	-16	0	-6	16	38	42	-7	27
Cc1sc2ncn(CC(=O)NCCN(C)C)c(=O)c2c1S(=O)(=O)N1CCC(C)CC1	-1.4	14	-3	-1	4	-3	-13	-1	7
O=C(Nc1ccc(F)cc1)N(Cc1cccs1)Cc1cc2cc3c(cc2[nH]c1=O)OCO3	1.5	-1	1	14	10	0	13	1	-16
CCOC(=O)C1=C(CSc2nc3ccccc3s2)NC(=O)NC1c1cc(C)ccc1C (stereo unspecified)	-1.5	24	-2	6	6	3	47	5	23
N#Cc1ccc(-c2ccc(Cl)cc2)nc1SCC(=O)c1cccc(Cl)c1	27	-13	122*	29	-25	0	31	16	-23
CC(C)Oc1ccc(S(=O)(=O)N2CCOCC2)cc1NC(=O)C1=COCCO1	3.0	26	0	-5	4	7	15	0	-42
CC1(C)C(=O)OC(c2cccn2-c2ccc([N+](=O)[O-])cc2)C(C)(C)C1=O (stereo unspecified)	-0.9	3	-2	5	-8	-1	5	-1	-4
COc1ccccc1OCC(=O)Nc1cccc(-c2nnc(-c3ccco3)o2)c1	0.3	9	0	-2	7	-1	0	1	14
O=C(Nc1ccc(Cc2ccncc2)cc1)c1cc(F)c(F)cc1Cl	-0.9	23	4	-3	-2	-7	35	-1	-2
CCOC(=O)C1CCCN(C(=O)c2cc3ccccc3oc2=O)C1 (stereo unspecified)	-1.3	1	-2	-15	3	-1	-2	-2	12
CCC(=O)N1CCN(c2nc(-c3ccccc3)c3c(c2C#N)CCCC3)CC1	0.2	29	3	12	5	21	32	0	13
COc1ccc(-c2csc3ncn(-c4ccc(C)cc4)c(=O)c23)cc1OC	0.9	36	-2	7	-5	5	-9	-5	2
CCn1c(=O)ccc2cc([N+](=O)[O-])ccc21	-2.3	4	0	2	-7	16	31	-2	-3
Cc1nc(Nc2cnc(/C=C/c3cc(C(=O)Nc4cccc(C(F)(F)F)c4)ccc3C)cn2)cc(N2CCNCC2)n1	4.3	24	-2	nt	nt	7	90*	-4	-5

Screening results (PubChem BioAssay)
